From PubChem BioAssay
SR-BI DiI inh – blocks mouse SR-BI lipid uptake from DiI-HDL. Q61009. ldlA[mSR-BI] CHO cells, DiI-HDL uptake fluorescence, 3 h. inhibition, % at 12.5 µM. 320,000 compounds, 0.96% hits. AID 488896;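 active means mean replicate inhibition of at least 70% and a set share of replicates each scoring 70 or more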;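 further: 0% = median of neutral control wells and 100% = median of positive control wells; values of inactives mirror those of a sister screen read the other way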
Wnt act – activators of Wnt/beta-catenin signaling; 300,000 compounds, 1.2% hits; activation, % at 9.35 µM; Wnt/beta-catenin reporter cell assay, activator, plate reader; in the data active means activation above about 30%, passing the limit was not always enough;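 further: 0% = neutral control wells and 100% = positive control wells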
PvdQ acylase – P. aeruginosa PvdQ acylase inhibition. purified PvdQ acylase, fluorescence plate reader. inhibition, % at 10 µM. 340,000 compounds, 0.063% hits. AID 488965; in the data active means inhibition above about 30%, passing the limit was not always enough;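 further: 0% = vehicle neutral wells and 100% = reference inhibitor wells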
MITF TRPM1 HTS – MITF TRPM1 promoter activation in melanoma cells; SK-MEL-5 TRPM1-promoter luciferase, 24 h; % of positive control, neutral wells = 0; activation, % at 12.5 µM; 300,000 compounds, 0.75% hits; AID 588334;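 active means mean activation of at least 80% with every replicate also reaching 80%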;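 further: 0% = neutral control wells and 100% = parthenolide positive control wells; values of inactives mirror those of a sister screen read the other way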
HTR5A ag ctr – activates human HTR5A in OPRM1-OPRD1 agonist counter-screen; P47898; HTR5A agonist assay, luminescence, cell-based; activation, % at 9.3 µM; 340,000 compounds, 0.61% hits; in the data active means activation mostly above about 9.5%, no sharp cut-off; inactive means mostly below about 7.6%;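 further: 0% = cells with vehicle only and 100% = reference agonist; strong numbers were not always called active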
NSD2 HMT inh – blocks human histone methyltransferase NSD2; inhibition, % at 12.5 µM; AID 743445; O96028; 310,000 compounds, 0.54% hits; NSD2 peptide methylation, AlphaScreen, 120 min; in the data active means inhibition above about 50%
dFosB act – enhances mouse delta FosB homodimer DNA binding. 340,000 compounds, 0.99% hits. P13346. purified delta FosB, TAMRA-CDK5 oligo fluorescence polarization; percent of positive-control signal above neutral wells. activation, % at 25 µM;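 active means mean activation above about 17%, with every replicate also reaching it, limit read from the data, passing the limit was not always enough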;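 further: fluorescence polarization rise as delta FosB binds a TAMRA Cdk5 AP-1 oligo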
V-ATPase pHluor – regulators of yeast V-ATPase proton transport. S. cerevisiae, pHLuorin cytosolic pH fluorescence. response, % at 10 µM. 350,000 compounds, 0.37% hits; in the data active means response mostly above about 7.3%, no sharp cut-off; inactive means mostly below about 5.4%; further: actives read high; inactives centre near 0; some compounds called inactive have numbers as strong as hits; reference of the scale not given here
CDK5 inh – CDK5/p35 (human) kinase inhibition. Q00535+Q15078. Recombinant CDK5/p35, ADP-Glo luminescence, 60 min. 330,000 compounds, 0.01% hits. inhibition, % at 10 µM;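 active means highest replicate inhibition of at least 50% and at least 75% of replicates reaching 50%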;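 further: plate controls were DMSO neutral control for no effect and GW8510 at 10 µM for full effect; many of its hits are not listed in these tables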
Target sequence (Q00535 whole entry, looked up): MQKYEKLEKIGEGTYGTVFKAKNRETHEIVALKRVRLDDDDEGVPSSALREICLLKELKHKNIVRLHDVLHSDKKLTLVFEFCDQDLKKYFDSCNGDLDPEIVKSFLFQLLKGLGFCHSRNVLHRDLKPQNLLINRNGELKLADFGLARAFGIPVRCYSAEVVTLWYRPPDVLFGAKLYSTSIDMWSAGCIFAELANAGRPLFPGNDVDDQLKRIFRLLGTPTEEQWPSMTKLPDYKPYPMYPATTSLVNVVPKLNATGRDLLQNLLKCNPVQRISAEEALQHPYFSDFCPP
Target sequence (Q15078 whole entry, looked up): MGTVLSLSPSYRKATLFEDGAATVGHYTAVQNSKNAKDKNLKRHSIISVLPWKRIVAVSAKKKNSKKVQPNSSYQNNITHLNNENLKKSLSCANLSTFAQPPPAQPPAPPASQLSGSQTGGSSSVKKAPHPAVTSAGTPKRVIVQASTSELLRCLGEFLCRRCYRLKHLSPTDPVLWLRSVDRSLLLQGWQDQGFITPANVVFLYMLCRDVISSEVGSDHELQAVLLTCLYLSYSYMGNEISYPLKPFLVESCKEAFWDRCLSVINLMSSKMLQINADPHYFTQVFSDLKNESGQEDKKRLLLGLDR
HTR5A inv ctr – HTR5A inverse agonism, opioid heterodimer counter-screen; P47898; HTR5A cell line, luminescence; inhibition, % at 9.3 µM; 340,000 compounds, 0.083% hits; AID 504634; in the data active means inhibition mostly above about 23%, no sharp cut-off; inactive means mostly below about 18%;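 further: 0% = cells with DMSO and 100% = no-cell wells with DMSO; some compounds called inactive have numbers as strong as hits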
Active calls of the source: *; . = not tested or not shown. Not a hit list; overall some 5% were active at least once.

SMILES,SR-BI DiI inh,Wnt act,PvdQ acylase,MITF TRPM1 HTS,HTR5A ag ctr,NSD2 HMT inh,dFosB act,V-ATPase pHluor,CDK5 inh,HTR5A inv ctr
O=C(NCc1ccccn1)c1ccc(NS(=O)(=O)c2cccc([N+](=O)[O-])c2)cc1,-19,-5,-14,-6,0,-4,1,1,0.2,0
CCCOc1ncnc2c1sc1nc3c(cc12)COC(C)(C)C3,3,0,-9,70,5,0,-7,2,1.9,30
CCOC(=O)CCSc1nc(C)cc(C(F)(F)F)c1C#N,-17,.,10,9,-1,0,-2,-2,1.0,-35
Cc1ccc(S(=O)(=O)NCCC(=O)Nc2ccc(S(=O)(=O)NC(C)C)cc2)cc1,5,-2,-8,-11,5,14,-5,1,-3.8,-1
CC(=O)c1cccc(NC(=O)c2cc(-c3ccco3)on2)c1,24,1,-7,30,0,2,-3,-1,1.6,12
CC(Oc1cc2oc(=O)cc(-c3ccccc3)c2cc1Cl)C(=O)NCC1CCC(C(=O)O)CC1 (centres undefined),-6,-1,6,5,1,.,-2,-2,-0.6,13
COc1ccc(OCCNC(=O)CSc2ccc(C(F)(F)F)cc2[N+](=O)[O-])cc1,-10,.,1,-4,3,-3,-15,-4,1.7,-15
O=C(NCc1ccccn1)c1ccc(CNS(=O)(=O)c2cccc(C(F)(F)F)c2)cc1,-1,-1,-5,2,1,-1,0,-2,0.7,-4
Cc1ccc(S(=O)(=O)N2CCOCC2)cc1-c1n[nH]c(=S)n1-c1ccccc1,-23,7,-9,5,-9,2,4,4,0.1,23
O=C(Nc1ccc(F)cc1F)c1ccc(-n2cncn2)nc1,-39,-2,-13,0,2,7,-8,.,1.2,-4
CN(C)CCCNC(=O)C1(O)c2cc(Br)ccc2NC(=O)N1c1ccc(Cl)cc1 (centres undefined),-14,2,-20,-5,4,3,3,-1,0.7,-14
Cc1ccc2[nH]c(=O)c(CN(CCCN3CCOCC3)Cc3nnnn3C3CCCC3)cc2c1,-22,-3,-5,9,-1,1,-7,1,1.6,4
CCCC(c1nnnn1Cc1ccco1)N1CCN(C2CCCC2)CC1 (centres undefined),-16,.,8,8,0,-2,1,-4,-0.6,26
COc1ccc(OCC(O)Cn2c(=N)n(CCN3CCCCC3)c3ccccc32)cc1 (centres undefined),9,.,-16,18,.,10,-3,-1,-1.6,.
CCOC(=O)c1[nH]c(C)c(/C(O)=C2\C(=O)C(=O)N(CCN(C)C)C2c2ccco2)c1C (centres undefined),-1,.,-5,-4,3,1,-13,3,1.5,-6
CCOC(=O)COc1ccc(S(=O)(=O)c2ccc(OCC(=O)OCC)cc2)cc1,-5,0,4,-4,11,-1,-11,-4,1.5,-18
CNc1nc2ccccc2n1CC(=O)c1ccccc1,-2,10,-14,26,0,0,-4,-3,-0.1,0
Cc1cc(S(=O)(=O)Nc2ccccc2C)ccc1F,9,-1,-9,3,-2,-6,5,2,1.9,8
Cc1cc(C)nc(/N=C(\N)Nc2ccc3c(c2)OCCO3)n1,-22,2,-4,-4,-3,1,2,1,-3.7,22
CC(=O)c1ccc(N2CCN(S(=O)(=O)c3c(C)[nH]c(=O)[nH]c3=O)CC2)cc1,-23,-1,10,11,4,-5,2,2,-1.7,-13
Cc1ccc2c(CC(=O)O)coc2c1,-7,-1,8,5,3,0,2,-1,0.8,-8
COc1ccc(/C=C2/SC(=O)N(NS(=O)(=O)c3ccccc3)C2=S)cc1OC,-27,-1,1,-11,-3,17,-3,5,-0.8,26
CCc1cnccc1CCC(=O)Nc1ccccc1C,-2,1,-17,.,0,-3,-6,2,-2.0,-7
Brc1csc(/C=N/Nc2nc3ccccc3s2)c1,47,.,-1,84*,1,4,2,0,-1.6,-4
COc1ccc(Cl)cc1NC(=O)CN(C)C(=O)c1ccc2n[nH]nc2c1,12,-2,-20,-6,-1,-6,3,.,-0.5,3
CCCCn1c(SCc2ccc(C(=O)OC)o2)nc2cc(S(N)(=O)=O)ccc21,19,.,7,-15,-2,1,-10,.,1.3,5
CC(C)=CCc1c2c(c3occ(-c4ccc(O)cc4)c(=O)c3c1O)C=CC(C)(C)O2,34,-3,-18,-13,2,.,-4,-1,-1.1,-22
Cc1cccc(NC(=S)N(CCN(C)C)C(C)c2cccnc2)c1 (centres undefined),7,-1,6,1,-3,-1,-2,8,-0.2,24
CC(=O)Nc1ccc(S(=O)(=O)NC(C)C(=O)OCCOc2ccc(F)cc2)cc1 (centres undefined),-5,-5,-6,4,0,24,-6,-2,0.1,2
Cn1c(Cc2ccccc2)nnc1SCC(=O)c1ccc(Br)s1,10,-3,2,2,-2,-1,0,-3,-1.3,5
Cc1ccc(SCc2ccc(C(=O)Nc3nccs3)o2)cc1,-7,7,-3,28,6,1,-3,-2,-0.7,-15
COc1ccccc1-c1cn[nH]c1-c1ccc(OCc2ccccc2F)cc1O,20,2,-23,-2,2,0,-9,1,-3.4,-5
O=C(NC1CCN(Cc2ccccc2)CC1)C1CCN(S(=O)(=O)c2ccc(Cl)cc2)CC1,.,3,-9,-2,0,-3,-15,-5,-1.1,1
CCS(=O)(=O)c1ccc(O)c(NC(=O)Nc2ccc(C(C)(C)C)cc2)c1,-10,-1,-8,.,-2,2,-5,2,1.0,-6
CCOC(=O)c1c(NC(=O)Cc2ccccc2)sc2c1CCN(C)C2,13,-4,-15,3,-1,.,-7,-1,-0.1,14
COc1ncccc1C(=O)N1CCCC(C(=O)c2cccc(OC(C)C)c2)C1 (centres undefined),18,-1,-4,-1,-3,0,-2,0,0.2,8
N#Cc1cc(Oc2ccccc2)c(-n2nnc3ccccc32)cc1C#N,-7,-6,-10,.,7,-6,3,-2,0.3,4
Cc1cc(C)cc(C(=O)OCC(=O)NCC(F)(F)F)c1,10,.,-2,-12,-6,2,-3,-3,-1.8,-3
COc1ccc2[nH]c3c(c2c1)CCN1C(=O)C(CC(=O)NCc2cccc(C(F)(F)F)c2)C[C@H](C(=O)N2CCOCC2)[C@@]31C (some centres undefined),59,-1,-6,3,-3,.,-19,2,-0.3,11
O=C(Cc1ccc(S(=O)(=O)N2CCCC2)s1)N1CCN(c2ccccc2)CC1,2,-1,1,-1,-1,-1,-2,-1,0.8,3
COc1cc(C(=O)Nc2ccc(C)cc2C(NCC(=O)NN)c2ccccc2)cc(OC)c1OC (centres undefined),3,4,-1,-8,-3,0,3,-5,0.3,11
CC(=O)Oc1ccccc1C(=O)Nc1ccccc1C(=O)N1CCCCC1,-3,4,-3,8,0,2,-1,-2,-1.3,-15
CC(=O)c1ccc(S(=O)(=O)N2CCN(C(=O)c3ccc(N)c([N+](=O)[O-])c3)CC2)cc1,-17,-3,-9,0,-2,4,-9,0,0.8,6
CC(=O)c1sc(-c2cccc(Cl)c2)nc1C,-25,2,3,27,-2,-3,-18,2,0.7,7
O=C(Nc1nnc(CCN2CCCCC2)s1)c1ccc(Cl)cc1Cl,-16,6,7,3,1,-1,-8,-1,-0.8,-3
CCn1c(SCC(=O)c2ccc(CNC(C)=O)o2)nnc1-c1cccs1,-8,-4,-16,-10,-1,-3,-5,0,-7.8,2
C[C@H](NC(=O)[C@H](Cc1ccccc1)n1c(=O)[nH]c2ccccc2c1=O)C(=O)N1CCC[C@H]1C(=O)O,-23,-1,8,-4,7,.,-13,2,0.2,7
Cc1c(Cl)cccc1NC(=S)NNS(=O)(=O)c1ccc([N+](=O)[O-])cc1,-8,3,-4,7,2,0,-4,2,1.8,9
COc1ccc(C(=O)NCC2(c3ccccc3)CCOCC2)cc1,21,14,7,.,-3,-2,-4,-1,4.4,10
CCOC(=O)c1c(C)[nH]c(C)c1S(=O)(=O)NCCc1ccco1,-13,2,-9,-4,-3,7,-5,-1,2.6,-11
COC(=O)c1cccc(NC(=O)/C=C/c2ccc([N+](=O)[O-])cc2)c1,11,2,9,-15,2,-1,-1,4,1.3,-9
Fc1c(F)c(F)c(/C=N/NC(=S)Nc2cccnc2)c(F)c1F,-12,-1,7,-5,-7,1,-7,1,0.0,18
CC(=O)/C(=N/Nc1cccc(Cl)c1)N1CCOCC1,4,.,-2,-16,3,.,4,-2,1.9,-8
O=[N+]([O-])c1cc([N+](=O)[O-])c(N2CCOCC2)cc1NCc1ccccc1,43,-8,-9,-6,3,-8,1,8,4.2,-21
O=C(Nc1ccc(F)cc1)NC1CCN(Cc2ccccc2)CC1,-29,-6,-8,8,6,0,-1,-4,-6.0,9
COc1cccc2cc(C(=O)NCCc3ccccc3)c(=O)oc12,-10,5,0,67,4,-1,0,-2,-0.7,-14
Cc1ccc(N2CC(C(=O)NCc3cccs3)CC2=O)cc1C (centres undefined),-4,.,-11,1,1,1,10,-2,0.6,-13
O=C(Nc1nc2c(s1)CCCC2)c1cc(-c2ccccc2)nc2ccccc12,39,.,-4,13,1,-1,-2,1,-0.4,-4
CCCn1c(NC(=O)CN2C(=O)NC3(CCCCC3)C2=O)nc2ccccc21,58,-2,-18,-13,-1,19,-11,-3,-0.1,2
OCC1N=C(c2ccccn2)OC1c1ccccc1 (centres undefined),-11,.,-7,1,-5,-4,3,1,0.7,13
Cc1ccccc1CC(=O)N1CCN(S(=O)(=O)c2ccc(Cl)s2)CC1,3,1,-1,4,0,1,2,6,2.0,-2
O=C(Nc1nccs1)c1ccc(NC(=O)C2CC=CCC2C(=O)O)cc1 (centres undefined),-21,0,2,-2,4,1,-5,-1,0.0,0
